LMNA splice mod: changes lamin A minigene splicing in HeLa cells; HeLa LMNA splicing GFP/RFP minigene ratio, 48 h; Potency, µM (highest dose often 46.1 µM), for the others: at the top dose ratio change, negative = inhibition, most hits filed as inhibitors; 200,000 tested, 0.01% active; AID 1487; active = well fitted inhibition curve with a large enough effect in the signal ratio, with a control signal flat, not every such curve was filed as active; inconclusive = small, poorly fitted or top-dose-only effect, or effect the other way, or a change in a side signal; the % refers to the signal ratio; note: % is set by controls: 0 for no effect and ±100 for the full control effect
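S3 HeLa stable clones carrying a lamin A-EGFP splicing minigene plus DsRed2 were seeded at 600 cells/well in Opti-MEM with 2% FBS, pin-dosed and incubated 48 h at 37°C. Acumen cytometry (488 nm) gave the GFP/RFP total-intensity ratio.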
JMJD2E inh: blocks human JMJD2E demethylase activity; B2RXH2; JMJD2E catalytic domain, FDH-coupled NADH fluorescence (FDH is formaldehyde dehydrogenase); Potency, µM (top dose mostly 57.1 µM), for inactives: top-dose activity change, negative = inhibition, hits mostly inhibitors; 230,000 tested, 1.6% active; AID 2147; active = well fitted inhibition curve with a large enough effect, not every such curve was filed as active; inconclusive = small, poorly fitted or top-dose-only effect, or another doubt; inactive = no such curve, though single readings can be large or run the other way;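 note: 0% = wells with enzyme and -100% = buffer wells without enzyme; nearly all actives have a fitted effect of over 50% in size; many of its hits are not listed in these tables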
Target sequence (B2RXH2 1-337 limits assumed): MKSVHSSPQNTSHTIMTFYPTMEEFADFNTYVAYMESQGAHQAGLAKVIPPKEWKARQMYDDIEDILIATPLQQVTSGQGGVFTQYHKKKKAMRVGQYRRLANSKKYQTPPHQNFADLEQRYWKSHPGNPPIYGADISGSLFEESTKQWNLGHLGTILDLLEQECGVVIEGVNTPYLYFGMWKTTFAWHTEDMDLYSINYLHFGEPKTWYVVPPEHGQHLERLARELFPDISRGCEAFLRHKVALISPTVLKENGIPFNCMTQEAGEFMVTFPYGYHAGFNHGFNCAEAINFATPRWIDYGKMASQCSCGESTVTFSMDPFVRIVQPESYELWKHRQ
Luc counter: blocks Kinase-Glo luciferase, a counter-screen artifact. Q27757. Kinase-Glo luciferase, ATP luminescence, 8 min. Potency, µM (series often up to 38.3 µM), for inactives: at the highest dose activity change, negative = inhibition, hits mostly inhibitors. 200,000 tested, 0.28% active. AID 1379; note: % is set by controls: 0 for no effect and ±100 for the full control effect; nearly all actives have a fitted effect of over 60% in size
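Compounds were added to a substrate mix at pH 7.2 (50 mM imidazole, 10 uM ATP, within the enzyme's linear range), followed by Kinase-Glo detection reagent; luminescence was measured after 8 minutes at ambient temperature.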
Tau ThT inhib: blocks human tau fibril formation measured by thioflavin T; 270,000 tested, 2.1% active; recombinant tau K18 P301L (four-repeat tau fragment), heparin-induced fibrillization, ThT fluorescence; AID 1460; Potency, µM (series often up to 57.4 µM), inactives show at the highest dose activity, negative = inhibition, most hits filed as inhibitors; note: % is set by controls: 0 for no effect and ±100 for the full control effect; nearly all actives have a fitted effect of over 55% in size
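Tau K18 P301L fragment (15 uM unlabeled plus 0.24 uM Alexa 594-labeled) in 100 mM sodium acetate pH 7 with compound, fibrillization induced by 20 uM heparin for 6 hr at 37 C. Thioflavin T (30 uM) added, fluorescence read after 1 hr (ex 450, em 510 nm).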
RECQ1 inh: RECQ1 (human) helicase inhibition. P46063. RECQ1 DNA unwinding, red fluorescence kinetic read. Potency, µM (doses to about 57.3 µM), for the others: top-dose activity, negative = inhibition, most hits filed as inhibitors. 240,000 tested, 0.54% active;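 note: plate controls were vehicle for no effect and no enzyme for full effect; nearly all actives have a fitted effect of over 30% in size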
Target sequence (P46063 whole entry, looked up): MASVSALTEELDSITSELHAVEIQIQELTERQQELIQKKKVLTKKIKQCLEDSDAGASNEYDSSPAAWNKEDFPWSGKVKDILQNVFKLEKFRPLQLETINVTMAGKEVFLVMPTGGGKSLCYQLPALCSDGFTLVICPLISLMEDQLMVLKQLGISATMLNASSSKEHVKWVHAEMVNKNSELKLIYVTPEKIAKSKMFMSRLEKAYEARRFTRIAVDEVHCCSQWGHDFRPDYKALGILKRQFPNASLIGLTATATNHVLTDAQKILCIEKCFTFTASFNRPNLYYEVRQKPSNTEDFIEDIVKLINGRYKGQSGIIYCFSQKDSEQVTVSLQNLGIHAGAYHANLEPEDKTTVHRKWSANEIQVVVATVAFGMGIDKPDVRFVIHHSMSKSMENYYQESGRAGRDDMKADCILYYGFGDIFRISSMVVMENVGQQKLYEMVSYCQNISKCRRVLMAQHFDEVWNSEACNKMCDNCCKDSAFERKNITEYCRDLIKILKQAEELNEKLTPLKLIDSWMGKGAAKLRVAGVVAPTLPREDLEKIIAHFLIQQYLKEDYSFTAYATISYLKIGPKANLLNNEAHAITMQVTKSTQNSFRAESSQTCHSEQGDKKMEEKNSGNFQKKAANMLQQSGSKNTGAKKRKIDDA
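RECQ1T1 50 nM; forked duplex (20 bp + 30-nt ss tails) 200 nM, ATP 2 mM final; pH 8.0, 2 mM MgCl2, 2.5 ug/ml poly(dI-dC); 15 min compound preincubation; discontinuous kinetic read over 2 h at RT.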
L3MBTL1 inh: blocks human L3MBTL1; 230,000 tested, 0.66% active; Q9Y468; AID 485360; AlphaScreen L3MBTL1–H3K9me1 peptide binding; Potency, µM (doses to about 57.1 µM), for inactives: top-dose activity, negative = inhibition, actives largely listed as inhibitors; note: % is set by controls: 0 for no effect and ±100 for the full control effect; nearly all actives have a fitted effect of over 60% in size
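Read-out is AlphaScreen signal from streptavidin donor and nickel chelate acceptor beads (10 ug/mL final each) bridging L3MBTL1 (50 nM) and biotinylated K9-monomethylated H3(1-15) peptide (75 nM), after 30 min compound exposure at room temperature.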
SMN2 splice enh: increases expression of the SMN2 splice variant | AID 1458 | HEK293 SMN2-luciferase splicing reporter, luminescence, 30-36 h | 210,000 tested, 2.8% active | Potency, µM (series often up to 46.1 µM), for the others: at the highest dose activity change, positive = activation, actives largely listed as activators; note: % of control where 0% means no effect; nearly all actives have a fitted effect of over 55% in size
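HEK293 cells carry an SMN2 minigene-luciferase reporter in which exon 7 inclusion puts luciferase in frame. Cells were seeded at 2000 cells/well, attached for 10-12 hours, then exposed to compounds for 30-36 hours at 37C before ONE-Glo luminescence.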
ALDH1A1 block: inhibitors of human aldehyde dehydrogenase 1A1; Purified ALDH1A1, NADH fluorescence, propionaldehyde substrate; 220,000 tested, 7.3% active; Potency, µM (series often up to 75.3 µM), for inactives: at the highest dose activity, negative = inhibition, hits mostly inhibitors; P00352; AID 1030; active = well fitted inhibition curve with a large enough effect, not every such curve was filed as active; inconclusive = small, poorly fitted or top-dose-only effect, or another doubt; inactive = no such curve, though single readings can be large or run the other way;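 note: plate controls were no enzyme wells and a reference inhibitor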
* = called active by the depositor; i = inactive; ? = inconclusive; . = no result given; & = joins results of further samples; [ ] = another dose, or the depositor's remark. Unless noted, calls come from the whole dose curve; as a rule, active = well fitted curve in the direction sought with a large enough effect; inconclusive = small, poorly fitted or top-dose-only effect, or another doubt; inactive = no such curve, though single readings can be large; an effect the other way counts as inactive or inconclusive. Potency is the fitted concentration of half-maximal effect. An excerpt (hit frequency here may not be typical).

#	canonical_smiles	LMNA splice mod	JMJD2E inh	Luc counter	Tau ThT inhib
1	CCN1CCN(c2nc3c(C)cccn3c(=O)c2/C=C(\C#N)S(=O)(=O)c2ccc(Cl)cc2)CC1	.	-12%	.	-18%
2	Cn1c(Cc2ccccc2)nnc1SCC(=O)N1CCCCC1	-5%	7%	2%	3%
3	NC(CSS(=O)(=O)O)=NCCC12CC3CC(CC(O)(C3)C1)C2	15%	-6%	-1%	3.5µM*
4	Cc1ccc2nc(N(CCN(C)C)C(=O)c3cc(Cl)sc3Cl)sc2c1	-10%	2%	-3%	?
5	CCCn1nc(Oc2nc(NCC)nc(NCC)n2)ccc1=O	?	0%	-3%	0%
6	CCOC(=O)CNc1c(-c2ccc(O)cc2)nc2ccccn12	-11%	?	-7%	-12%
7	Cc1cc(C)c(NC(=O)CSc2nncn2-c2cccnc2)c(C)c1	-7%[46 µM]	3%	-2%	8%
8	COc1ccc(NC(=O)c2cc(Br)c(Br)s2)cn1	-11%[46 µM]	-3%	-2%	2%

#	RECQ1 inh	L3MBTL1 inh	SMN2 splice enh	ALDH1A1 block
1	-10%	-4%	.	.
2	1%	10%	3%	4%
3	i	7%	12%	-6%
4	-10%	-2%	14%	12%
5	-4%	-1%	10%	-5%
6	-6%	-9%	-1%	?
7	i	11%	-10%	18%
8	-14%	0%	3%	-5%

(listing goes on)
#	canonical_smiles	LMNA splice mod	JMJD2E inh	Luc counter	Tau ThT inhib
9	COc1ccc(S(=O)(=O)N2CCc3ccccc3C2)cc1	.	-2%	-2%	0%
10	COCc1c(Br)c(C)nc(OCC(=O)O)c1C#N	4%	9%	0%	-2%
11	O=C1NC(c2ccccc2)(C(F)(F)F)SC2=CCCCCN12 (stereo not given)	12%	?	-1%	?
12	CC(=O)NC1C(OCc2ccccc2)OC2COC(C)(C)OC2C1O (stereo not given)	-4%[46 µM]	-11%	1%	-2%
13	O=C(COc1ccc(F)cc1)N1CCc2ccccc2C1	.	-3%	1%	2%
14	CCn1c(SCC(=O)NC(C)(C)C)nnc1-c1ccncc1	.	7%	1%	3%
15	CCCCc1c(C)nc2c(OC)cccc2c1SCC(=O)O	.	?	.	-8%
16	COc1ccc(NC(=O)C(c2ccc(OC)cc2)N(C)C(=O)Cc2cccs2)cc1 (stereo not given)	-8%	2%	1%	-12%&-6%

#	RECQ1 inh	L3MBTL1 inh	SMN2 splice enh	ALDH1A1 block
9	-2%	14%	.	-11%
10	-1%	-4%	-17%	40%[activator]
11	i	0%	-17%	?
12	i	6%	9%	3%
13	i	52%[activator]	.	4%
14	i	-4%	-9%	6%
15	-9%	17%	.	.
16	-10%	5%	4%&2%	?

More entries follow.
#	canonical_smiles	LMNA splice mod	JMJD2E inh	Luc counter	Tau ThT inhib
17	O=C(NCc1ccc2c(c1)OCO2)C1CCC(=O)N1C1CCCC1 (stereo not given)	.	-1%	-1%	-4%
18	CCOC(=O)N1CCN(C(=O)c2cc(Cl)c(Cl)cc2C(=O)O)CC1	6%	8%	1%	-1%
19	CC(C)c1ccc(-c2nc3ccccc3s2)cc1	.	-18%	.	?
20	O=C(Cc1ccccc1I)Nc1ccccc1	.	-3%	-2%	-6%
21	CC(C)CC(=O)c1c[nH]c(C(=O)NCC2CCCO2)c1 (stereo not given)	0%	10%	1%	4%
22	O=c1c2ccccc2[nH]c2ccc(F)cc12	.	?	.	-4%
23	Cc1nnc(NC(=O)CSCc2ccccc2)s1	-1%	9%	1%	5%
24	CCN(CC)c1ccc2c(c1)CCCN2	?	?	-3%	25µM*

#	RECQ1 inh	L3MBTL1 inh	SMN2 splice enh	ALDH1A1 block
17	i	.	-101%	?
18	-1%	6%[11.4 µM]	-1%	4%
19	i	40%[activator]	.	.
20	i	.	-2%	4%
21	i	14%	-6%	?
22	i	.	.	?
23	-8%	-2%	6%	-2%
24	i	-9%	-30%	25µM*

Compound profiles (already shown). Values in the order: LMNA splice mod, JMJD2E inh, Luc counter, Tau ThT inhib, RECQ1 inh, L3MBTL1 inh, SMN2 splice enh, ALDH1A1 block
CCOC(=O)N1CCN(C(=O)c2cc(Cl)c(Cl)cc2C(=O)O)CC1 as listed: 6%, 8%, 1%, -1%, -1%, 6%[11.4 µM], -1%, 4%
O=C(Cc1ccccc1I)Nc1ccccc1 as listed: ., -3%, -2%, -6%, i, ., -2%, 4%
O=c1c2ccccc2[nH]c2ccc(F)cc12 as listed: ., ?, ., -4%, i, ., ., ?
CC(C)c1ccc(-c2nc3ccccc3s2)cc1 as listed: ., -18%, ., ?, i, 40%[activator], ., .

Continuation.
#	canonical_smiles	LMNA splice mod	JMJD2E inh	Luc counter	Tau ThT inhib
25	COc1ccc(CCN(C(=O)/C=C/C(=O)O)C2CC(=O)N(c3ccccc3)C2=O)cc1 (stereo not given)	.	-28%	0%	-3%
26	CCc1nnc(NC(=O)CSc2nnc(-c3ccc(NS(=O)(=O)c4ccccc4)cc3)o2)s1	3%	-7%	5%	-12%
27	CCCCOc1ccc(C(=O)Nc2ccncc2)cc1	?	-7%	-3%	-3%
28	CC(=O)c1ccc(N2CCN(c3ncc(C(F)(F)F)cc3Cl)CC2)cc1	-6%	-19%	16%	?
29	COc1ccc(S(=O)(=O)NCCCCNS(=O)(=O)c2ccc(OC)cc2)cc1	-8%	5%	3%	8%
30	CC1=NN(c2ccccc2)C(=O)/C1=C\c1cn(-c2ccccc2)nc1C	1%[46 µM]	?	3%	?
31	CCc1nnc(NC(=O)[C@@H]2CCCN2S(=O)(=O)c2ccc3c(c2)OCCO3)s1	8%	2%	-3%	-1%
32	CCN(CC)CCCNc1nnc(C)c(=O)[nH]1	3%	-4%	-1%	7%

#	RECQ1 inh	L3MBTL1 inh	SMN2 splice enh	ALDH1A1 block
25	-6%	-2%	.	-5%
26	-5%	3%	0%	-11%
27	-5%	-15%	-112%[inhibitor]	-6%
28	-8%	.	-65%[inhibitor]	2%
29	i	-1%[11.4 µM]	7%	1.3µM*
30	-2%	-24%	5%	?
31	2%	7%	-7%	-1%
32	-6%	2%	5%	2%

Continued:
#	canonical_smiles	LMNA splice mod	JMJD2E inh	Luc counter	Tau ThT inhib
33	Cc1ccccc1CSCCNC(=S)Nc1ccccc1	11%[46 µM]	0%	2%	-4%
34	CC(C)Oc1cccc(C(=O)C2CCCN(Cc3ccc4nonc4c3)C2)c1 (stereo not given)	.	2%	.	-17%
35	N#Cc1ccc(CN2CCCC3(CCN(S(=O)(=O)c4ccccc4)CC3)C2)cc1	.	.	0%	.
36	O=c1c2ccc([N+](=O)[O-])c3cccc(c32)c2nc3ccccc3n12	?	11%	-1%	-7%
37	Cn1nc(C(F)(F)F)c(-c2ccc(F)cc2)c1NC(=O)Nc1ccc(F)cc1	.	0%	.	-6%
38	Fc1ccc(NCc2nnc(SCc3nnc(-c4ccccc4)o3)n2CC2CCCO2)cc1 (stereo not given)	-5%	0%	1%	3%
39	Cc1cc(C)cc(Nc2cc(C)nc3nc(C)nn23)c1	-2%	-5%	-2%	-5%
40	C/C(=N\NC(=O)c1n[nH]c2c1CCC2)c1cccs1	.	-9%	.	?

#	RECQ1 inh	L3MBTL1 inh	SMN2 splice enh	ALDH1A1 block
33	i	-8%	?	-10%
34	-3%	24%	.	?
35	i	.	-43%[inhibitor]	?
36	-4%	0%	.	10%
37	i	-9%	.	4%
38	-8%	8%[11.4 µM]	-16%	-8%
39	-15%	.	6%	14%
40	-2%	8%	.	.

(further entries)
#	canonical_smiles	LMNA splice mod	JMJD2E inh	Luc counter	Tau ThT inhib
41	Cc1n[nH]c(=S)c2nn(-c3ccccc3)c(C)c12	2%	6%	2%	2%
42	COc1ccccc1-c1cc(C(=O)N/N=C\c2cn(C)nc2C)c2ccccc2n1	-4%	8%	1%	-3%
43	Nc1c(Cl)ncnc1N/N=C/c1ccccn1	?	20µM*	-17%	?
44	COCC(C)NC(=O)c1cccc([N+](=O)[O-])c1 (stereo not given)	-11%[46 µM]	4%	-1%	-8%
45	COc1ccc(NC(=O)CC2C(=O)N(c3ccc(OC)cc3)C(=S)N2NC(=O)c2cccc(F)c2)cc1 (stereo not given)	?	-3%	-2%	7%
46	CN1C(=O)C(O)(CC(=O)c2ccc(F)cc2)c2cc(Br)ccc21 (stereo not given)	-1%	-7%	1%	7%
47	O=C1NC(=O)/C(=C\c2ccc(Sc3ccc(Cl)cc3)o2)N1	-4%	-9%	-3%	-15%
48	CC(/C=C/c1ccccc1)=N\NC(N)=S	?	10%	-2%	?
49	COc1ccccc1NS(=O)(=O)c1ccc(N2CCOCC2)c(NC(=O)c2ccco2)c1	-5%[46 µM]	-4%	2%	-7%
50	CCOC(=O)N1CCN(C(=O)C2CCCN(S(C)(=O)=O)C2)CC1 (stereo not given)	-1%	0%	-3%	-4%
51	CCSc1nnc(NC(=O)/C=C/c2ccc3c(c2)OCO3)s1	15%	5%	-1%	-3%

#	RECQ1 inh	L3MBTL1 inh	SMN2 splice enh	ALDH1A1 block
41	-4%	-2%	0%	1%
42	-3%	-2%	-1%	5%
43	-1%	7.9µM*	-81%[inhibitor]	-10%
44	1%	7%	.	-9%
45	-14%	-3%	?	5%
46	i	5%	-9%	16%
47	i	.	-31%[inhibitor]	-3%
48	11%	0%	-14%	?
49	-3%	-6%	-3%	-3%
50	3%	-2%	2%	4%
51	i	4%	-42%[inhibitor]	4%

Taken from above:
cpd 37 | L3MBTL1 inh: -9%
cpd 25 | Tau ThT inhib: -3%
cpd 28 | JMJD2E inh: -19%
cpd 27 | ALDH1A1 block: -6%
cpd 35 | Luc counter: 0%

Source: PubChem BioAssay
